Source: PubChem
All columns: NCI-60 one-dose screen, growth in % after 48 h at 10 µM unless noted; 100 = growth as untreated, 0 = no growth, -100 = all killed.
HL-60(TB) – HL-60(TB) leukemia cells | 9% of 78,000 active; active = growth percent below 10
Active calls of the source: *; & = joins results of further samples; [ ] = dose if it differs, or a comment. An excerpt; the hit share may differ from the screen's.

item	SMILES	HL-60(TB)
1	O=C(O)c1cn(C2CC2)c2cc(N3CCN(C(=O)c4cc(-c5ccc(Cl)cc5)nc5ccccc45)CC3)c(F)cc2c1=O	101
2	CCOc1ccc(Nc2nc(SC)ncc2SC)cc1	88
3	CCCCn1cnc2c(=S)nc(N)[nH]c21	113
4	CCCCCCCCCCNC(=O)CCl	96
5	COc1cc(C2NC(=S)NC(C)=C2C(=O)OC(C)C)ccc1O (stereo unspecified)	90
6	CCCCCCCCn1ncc2c(Nc3cccc(Br)c3)ncnc21	94
7	S=C(c1ccco1)N1CCOCC1	75
8	NNc1c2ccccc2nc2ccccc12	9.1*
9	Cc1cc2ccccc2c(C(=O)c2ccccc2)c1C	78
10	O=C(c1ccccc1)N1CCN(C(=O)c2ccccc2)CC1	109
11	Oc1ccc(Cc2ccc(O)c(C3CC(c4ccc(Cl)cc4)=NN3)c2)cc1C1CC(c2ccc(Cl)cc2)=NN1 (stereo unspecified)	-24*
12	COc1ccc(-c2nn(-c3ccccc3)cc2/C=C2\SC(=Nc3ccc(C)cc3)NC2=O)cc1	95
13	COc1ccc2cc(O)ccc2c1	104
14	CCOC(=O)c1c(NC(=O)c2cc(-c3ccc(C)cc3)oc2C)sc(C)c1C	96
15	C/C=C(/C)C(=O)OC1C=C(CO)C(=O)C(OC(=O)C(C)(O)C(C)Cl)C1C(C)C (stereo unspecified)	-25*
16	Cc1c(C(=O)NNC(=O)c2ccc(Cl)cc2)nnn1-c1ccc([N+](=O)[O-])cc1	81
17	CCO/C=N/C1=C(C#N)C(c2ccc(OC)cc2)c2c(c3cc(C)ccc3[nH]c2=O)O1 (stereo unspecified)	103
18	COc1ccc(-c2cc(-c3ccc(C)cc3)nc(NC(=O)c3cccnc3)n2)cc1	98
19	O=C1CSC(c2c(F)cccc2Cl)N1NC(=O)C(O)(c1ccccc1)c1ccccc1 (stereo unspecified)	98
20	O=c1oc(-c2ccc(Cl)cc2)nc2c(-c3ccc(Cl)cc3)nc3ccc(Cl)cc3c12	109

Reprinted from the part before: 4 compounds, then new ones.
item	SMILES	HL-60(TB)
17	CCO/C=N/C1=C(C#N)C(c2ccc(OC)cc2)c2c(c3cc(C)ccc3[nH]c2=O)O1 (stereo unspecified)	103
18	COc1ccc(-c2cc(-c3ccc(C)cc3)nc(NC(=O)c3cccnc3)n2)cc1	98
19	O=C1CSC(c2c(F)cccc2Cl)N1NC(=O)C(O)(c1ccccc1)c1ccccc1 (stereo unspecified)	98
20	O=c1oc(-c2ccc(Cl)cc2)nc2c(-c3ccc(Cl)cc3)nc3ccc(Cl)cc3c12	109
21	CC1=NC=N/C1=C\c1sc(=S)[nH]c1O	101
22	CCCCc1ccccn1	105
23	C=CCn1c2ccc(Br)cc2c2c3c(c4c5ccccc5ccc4c21)C(=O)N(O)C3=O	109
24	Cc1ccc(S(=O)(=O)NCCCN2c3nc4ccccc4cc3Sc3cc4ccccc4nc32)cc1	99
25	CCCOC(=O)N1CCCC1	88
26	O=c1n(CCn2cnn(-c3ccccc3)c2=O)cnn1-c1ccccc1	115
27	Nc1c(N[C@H]2C=C[C@@H](CO)C2)c(=O)c1=O	97
28	N#CC(Cc1ccccc1)C(=O)O (stereo unspecified)	105
29	N#Cc1c(-c2ccc(F)cc2)nc(N=Nc2c(O)[nH]c3ccc(Br)cc23)nc1N1CCOCC1	80
30	O=C(O)c1ccc([N+](=O)[O-])cc1C(=O)O	66
31	C=CCSc1n[nH]c(-c2cccs2)n1	111
32	N#COc1ccc(-c2ccccc2)cc1	111
33	COc1ccc2[nH]cc(-c3nc(N)nnc3-c3cn(C)c4ccc(Br)cc34)c2c1	-27*
34	O=c1oc2ccccc2nc1/C=C(\O)c1ccncc1	82
35	C[C@@]1(CO)[C@H](O)CC[C@@]2(C)[C@H]1CCC1C[C@@H]3C[C@@]12CC[C@]3(O)CO (stereo partly specified)	39
36	N=C(N)c1ccc(-c2ccc(-c3cncc4ccccc34)s2)s1	14
37	O=c1ccccc(-c2ccc(-c3ccco3)cc2)c1O	-30*
38	COC(=O)CC[C@@H](C)[C@H]1CC[C@H]2[C@@H]3CC[C@@H]4C[C@]5(CC[C@]4(C)[C@H]3CC[C@]12C)OO[C@@](C)(C(F)(F)F)O5	95
39	COc1ccc2nc(C#N)sc2c1	102[100 µM]
40	O=c1c2c(nc3cc(-c4ccccc4)[nH]n13)CCCC2	106
41	CCC(=O)c1cc(C(=O)OC)c2c3ccccc3c3ccccc3n12	103
42	COc1cc2c(cc1OC)-c1ccc3cc4c(cc3c1N(CCn1ccnc1)C2)OCO4	77
43	CC(=O)OCCCCCCl	103
44	N=c1sc(Cc2ccc(Cl)cc2)cn1CC(=O)c1ccc(F)cc1	95
45	CC1CC(c2ccc(N(C)C)cc2)=NN1c1nc(O)c(C2=c3cc(Br)ccc3=NC2=O)s1 (stereo unspecified)	69
46	CC1(C)OC2OC(C3COC(=O)O3)C(OC(=O)c3ccccc3)C2O1 (stereo unspecified)	96
47	CC1C(C)N(C(=O)CCl)c2ccccc2N1C(=O)CCl (stereo unspecified)	-57*
48	Cn1c(=O)[nH]c2c(c1=O)CCO2	67
49	CC(=O)CSc1nc(N)nc2nc[nH]c12	113
50	CCC(=O)C1C(=O)c2ccccc2C1=O	75
51	CCOC(=O)c1ccc(OCC)cc1	99
52	COc1cc(-c2cc3ncccc3c3nc(N)c4cccnc4c23)cc(OC)c1OC	6.7*
53	COC(=O)C(C(=O)OC)C(Br)C(Br)C(Br)c1ccccc1 (stereo unspecified)	21
54	CNC(=O)c1c(NC(=O)c2ccc(C(F)(F)F)cc2)sc2c1CCC(=O)C2	-16*
55	O=C(N=Nc1c(O)[nH]c2ccc(Br)cc12)c1cc2ccccc2[nH]1	78
56	C[C@@H]1C[C@@]2(C)C(=CC1=O)CC[C@@H]1[C@@H]2[C@@H](O)C[C@@]2(C)[C@H]1CC[C@]2(C)O	83
57	Cc1nc(CCN2CCCCC2)cs1	95
58	CCCCC[n+]1ccc(SCC(=O)N(C)Cc2ccccc2)c2ccccc21	96
59	O=C(N/N=C\c1ccc(O)cc1)C(=O)N/N=C\c1ccc(O)cc1	115&116
60	CCCCCC1C(C#N)=C(N)Oc2cc(O)ccc21 (stereo unspecified)	102
61	CCCCCCCCCCCCCCCCCCOC(=O)C(N)Cc1ccc(O)cc1 (stereo unspecified)	53
62	C=CCNS(=O)(=O)Cc1cc(-c2ccccc2)no1	104
63	COc1ccc(/C=C/C(=O)c2c(C)nc3ccccc3c2/C=C/c2ccccc2)cc1O	49
64	Cc1ccc(S(=O)(=O)Oc2cccc([N+](=O)[O-])c2)cc1	76&80
65	O=P(O)(Oc1ccccc1)c1ccccc1	97
66	COc1nc(Cl)nc(Cl)n1	111
67	CCCN(CCC)C(=O)c1ccccc1OCC	101
68	O=C(Nc1nc2ccc([N+](=O)[O-])cc2s1)Nc1ccccc1Cl	29
69	O=C(Nc1ncc(Cc2ccccc2Cl)s1)C1=NCCCN1	99
70	Nc1nc2c(s1)Nc1cc(Cl)c(Cl)cc1NC2=O	91
71	O=C(/C=C\c1ccc(O)c(O)c1)OC1C(O)CC(OC(=O)/C=C/c2ccc(O)c(O)c2)(C(=O)O)CC1O (stereo unspecified)	115
72	CCCCCCCC(=O)SCC/C=C/[C@@H]1CC(=O)NCc2nc(co2)C2=N[C@@](C)(CS2)C(=O)N[C@@H](C(C)C)C(=O)O1	8.7*
73	c1ccc2nc3c(cc2c1)CNC3	129
74	Nc1n[nH]c(=S)n1-c1ccc(Cl)cc1	83
75	NS(=O)(=O)c1ccc(CCn2c(SCC(=O)c3ccc(F)cc3)nc3ccccc3c2=O)cc1	103
76	CC(N)CC1=CCCCC1 (stereo unspecified)	117
77	C[n+]1ccccc1C[n+]1ccccc1	91
78	CCCCNCC(=O)Nc1ccc(C)c(Cl)c1	86
79	Oc1ccc(CSc2nnc(-c3cnccn3)o2)c2cccnc12	-11*
80	CCc1c(C(=O)NC(CC(C)C)c2ccccc2)[nH]c(C)c1C(C)=O (stereo unspecified)	105

Remaining list, next part
item	SMILES	HL-60(TB)
81	CCCc1cc(NC)nc(S(=O)(=O)CC)n1	127
82	CC(=O)[C@H]1CC[C@H]2[C@@H]3CC[C@@H]4C[C@H](O)CC[C@]4(C)[C@H]3C(=O)C[C@]12C	96
83	Nc1n[nH]c2ccc([C@H]3[C@@H]4C5CCC(C5)[C@@H]4c4c(ccc5[nH]ncc45)N3S(=O)(=O)C3CC3)cc12 (stereo partly specified)	-20*
84	CNC(=O)c1cc(-n2ccc3cc(NS(=O)(=O)c4cccc(C(F)(F)F)c4)ccc32)ccn1	80
85	CCOC(=O)C/C(O)=C(/C=N/C(=S)NNC(C)=O)C(=O)OCC	103
86	Fc1ccc(/C=C/c2c(-c3ccc(F)cc3)nc3sc(-c4ccccc4)c(-c4ccccc4)n23)cc1	108
87	Cc1ccccc1C(c1ccccc1Cl)N(C)C (stereo unspecified)	89
88	CC(C)C[C@@H]1NC(=O)[C@H](Cc2ccccc2)NC(=O)[C@@H]2CCCN2C(=O)[C@H]([C@@H](C)O)NC(=O)[C@@H]2CCCN2C(=O)[C@H](Cc2ccc(O)cc2)NC(=O)[C@@H]2CCCN2C(=O)[C@H](Cc2ccccc2)NC(=O)[C@@H]2CCCN2C(=O)[C@H](CC(C)C)NC1=O	114
89	O=C1OC2(c3ccc(O)cc3Oc3cc(O)ccc32)c2ccccc21	106
90	CCC(=O)OC1CCCCC1C(C)CC (stereo unspecified)	97
91	CCN(CC)Cc1c2c(O)c3c(O)c(C)c4c(c3c1O)C(=O)C(C)(O/C=C/C(OC)C(C)C(OC(C)=O)C(C)C(O)C(C)C(O)C(C)/C=C/C=C(\C)C(=O)N2)O4 (stereo unspecified)	60
92	Cc1cc(C(=O)Nc2ccccc2C(F)(F)F)c(C)o1	97
93	CCOC(=O)n1cc(C2=C(c3ccc(OC)c(OC)c3)COC2=O)c2ccccc21	-29*
94	C[C@H](CCCC(=O)NCC#CCN1CCN(C)CC1)[C@H]1CC[C@H]2[C@@H]3CC[C@@H]4CC(=O)CC[C@]4(C)[C@H]3CC[C@]12C	94
95	C=C(C)COC(=O)c1ccccc1C(=O)OCC1(C)CO1 (stereo unspecified)	133
96	CCOC(=O)N(N=O)C(C)c1ccccc1 (stereo unspecified)	101
97	COc1ccc(/C=C(\Cc2nc3ccccc3[nH]2)C(=O)c2nc3ccccc3[nH]2)cc1	96
98	CCCC(=O)OCC(C)(C)COC(=O)CCC	107
99	C/C(=N/NC(=S)NC1CCCCC1)c1sc(Nc2cccc(Cl)c2)nc1C	116
100	CN(C)c1ccc(NC(=S)Nc2ccc(N(C)C)cc2)cc1	94

From no. 75 to 97, copied from above:
item	SMILES	HL-60(TB)
75	NS(=O)(=O)c1ccc(CCn2c(SCC(=O)c3ccc(F)cc3)nc3ccccc3c2=O)cc1	103
76	CC(N)CC1=CCCCC1 (stereo unspecified)	117
77	C[n+]1ccccc1C[n+]1ccccc1	91
78	CCCCNCC(=O)Nc1ccc(C)c(Cl)c1	86
79	Oc1ccc(CSc2nnc(-c3cnccn3)o2)c2cccnc12	-11*
80	CCc1c(C(=O)NC(CC(C)C)c2ccccc2)[nH]c(C)c1C(C)=O (stereo unspecified)	105
81	CCCc1cc(NC)nc(S(=O)(=O)CC)n1	127
82	CC(=O)[C@H]1CC[C@H]2[C@@H]3CC[C@@H]4C[C@H](O)CC[C@]4(C)[C@H]3C(=O)C[C@]12C	96
83	Nc1n[nH]c2ccc([C@H]3[C@@H]4C5CCC(C5)[C@@H]4c4c(ccc5[nH]ncc45)N3S(=O)(=O)C3CC3)cc12 (stereo partly specified)	-20*
84	CNC(=O)c1cc(-n2ccc3cc(NS(=O)(=O)c4cccc(C(F)(F)F)c4)ccc32)ccn1	80
85	CCOC(=O)C/C(O)=C(/C=N/C(=S)NNC(C)=O)C(=O)OCC	103
86	Fc1ccc(/C=C/c2c(-c3ccc(F)cc3)nc3sc(-c4ccccc4)c(-c4ccccc4)n23)cc1	108
87	Cc1ccccc1C(c1ccccc1Cl)N(C)C (stereo unspecified)	89
88	CC(C)C[C@@H]1NC(=O)[C@H](Cc2ccccc2)NC(=O)[C@@H]2CCCN2C(=O)[C@H]([C@@H](C)O)NC(=O)[C@@H]2CCCN2C(=O)[C@H](Cc2ccc(O)cc2)NC(=O)[C@@H]2CCCN2C(=O)[C@H](Cc2ccccc2)NC(=O)[C@@H]2CCCN2C(=O)[C@H](CC(C)C)NC1=O	114
89	O=C1OC2(c3ccc(O)cc3Oc3cc(O)ccc32)c2ccccc21	106
90	CCC(=O)OC1CCCCC1C(C)CC (stereo unspecified)	97
91	CCN(CC)Cc1c2c(O)c3c(O)c(C)c4c(c3c1O)C(=O)C(C)(O/C=C/C(OC)C(C)C(OC(C)=O)C(C)C(O)C(C)C(O)C(C)/C=C/C=C(\C)C(=O)N2)O4 (stereo unspecified)	60
92	Cc1cc(C(=O)Nc2ccccc2C(F)(F)F)c(C)o1	97
93	CCOC(=O)n1cc(C2=C(c3ccc(OC)c(OC)c3)COC2=O)c2ccccc21	-29*
94	C[C@H](CCCC(=O)NCC#CCN1CCN(C)CC1)[C@H]1CC[C@H]2[C@@H]3CC[C@@H]4CC(=O)CC[C@]4(C)[C@H]3CC[C@]12C	94
95	C=C(C)COC(=O)c1ccccc1C(=O)OCC1(C)CO1 (stereo unspecified)	133
96	CCOC(=O)N(N=O)C(C)c1ccccc1 (stereo unspecified)	101
97	COc1ccc(/C=C(\Cc2nc3ccccc3[nH]2)C(=O)c2nc3ccccc3[nH]2)cc1	96

(continued)
item	SMILES	HL-60(TB)
101	CC(=O)/C=C/C1=C(C)CCC(=O)C1(C)C	96
102	C=CCc1cc2c(cc1OC(C)C)OCO2	91
103	CCOC(=O)C(CNc1ccc(OCc2ccccc2)cc1)NC(=O)c1ccccc1 (stereo unspecified)	111
104	O=C1C(=O)c2ccccc2C(O)=C1CCCc1ccc(C2CCCCCC2)cc1	46
